Source: PubChem (National Center for Advancing Translational Sciences (NCATS))
NTMT1 inh – inhibitors of human N-terminal methyltransferase NTMT1; Q9BV86; NTMT1 MTase-Glo SAH luminescence, purified enzyme; Potency, µM (titrated, usually from 114 µM), without a hit: at the highest dose activity change, negative = inhibition, actives largely listed as inhibitors; 2.5% of 59,000 active; active = well fitted inhibition curve with a large enough effect; inconclusive = small, poorly fitted or top-dose-only effect;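 also: plate controls were DMSO vehicle for no effect and no enzyme for full effect; nearly all actives have a fitted effect of over 65% in size; many of its hits are not listed in these tables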
Target sequence (Q9BV86 whole entry, looked up): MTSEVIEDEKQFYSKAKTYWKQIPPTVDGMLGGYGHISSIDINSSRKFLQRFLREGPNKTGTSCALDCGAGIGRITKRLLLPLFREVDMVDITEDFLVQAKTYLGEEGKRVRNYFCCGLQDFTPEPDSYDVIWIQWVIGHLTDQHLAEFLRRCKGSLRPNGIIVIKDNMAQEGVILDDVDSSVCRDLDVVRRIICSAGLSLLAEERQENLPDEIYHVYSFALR
* hit, by the source's call; ? = inconclusive; & = joins results of further samples; [ ] = remark or other dose. Potency is read from the fitted curve at half-maximal effect. These rows are one share of the data; rates above refer to the full screens.

SMILES | NTMT1 inh
O=C(Nc1cccc(C(F)(F)F)c1)Nc1nnc(-c2ccncc2)s1 | ?
Cc1nc(NCCO)c2nc(-c3ccccc3)n(CCCN(C)C)c2n1 | -2%
Cc1ccc(OCCn2c(CCNC(=O)C3CCCC3)nc3ccccc32)cc1 | 3%[57.5 µM]
O=C(O)c1ccc2c(c1)C(=O)N([C@H](Cc1ccc(Cl)cc1)C(=O)O)C2=O | 3%
c1cncc(CNc2ccnc(-c3ccc4c(c3)OCO4)n2)c1 | 4%
CN(C)c1ccc2c(=O)n3nc(Nc4ccc5c(c4)CCC5)sc3nc2c1 | 4%[57.5 µM]
O=C(Cc1ccc(Cl)c(Cl)c1)Nc1ccc([S+](=O)([O-])Nc2nnc(-c3ccccn3)s2)cc1 | 79µM*
CN1CCN(C(=O)c2ccc(-c3cnc4c(O)ccc(C(=O)O)c4c3)cc2)CC1 | 15%
COc1cc(/C=C/C(=O)CC(=O)/C=C/c2ccc(O)c(OC)c2)ccc1O | 10%
O=C(Nc1sc2c(c1-c1nc3ccccc3s1)CCNC2)C(F)F | ?
Cc1c(P(=S)(c2ccccc2)c2ccccc2)c2ccccc2n1CCc1ccccc1 | 12%
COc1ccc(-c2csc3ncnc(Sc4nnnn4C)c23)cc1 | 0%[57.5 µM]
Cc1ccc(NS(=O)(=O)c2ccc3c(c2)oc(=O)n3C)cc1C | 14%
COc1ccc(C2=Nn3c(nnc3-c3ccc(OC)c(OC)c3)SC2)c(OC)c1 | -2%
CCC1(CC)CCN(C(=O)CC(c2ccc3c(c2)OCO3)c2c(O)cc(OC)cc2OC)C1 (stereo not given) | 4%
c1cncc(CNc2ncnc3ccc(-c4ccoc4)cc23)c1 | -9%
O=C(Nc1ccc(Cl)c([N+](=O)[O-])c1)Nc1nnc(C2CCCCC2)s1 | 6%
NC(=O)C1CCN(c2ncc(-c3ccc4c(c3)OCCO4)s2)CC1 | 37%[activator]
N#Cc1ccc(Nc2ncc(-c3cccc4ccccc34)o2)cc1 | 7%
CC1=C(C(=O)Nc2ccon2)C(c2ccccc2Br)N=C(Nc2nc3ccccc3o2)N1 (stereo not given) | -2%

3 entries drawn at random from the list so far:
SMILES | NTMT1 inh
Cc1c(P(=S)(c2ccccc2)c2ccccc2)c2ccccc2n1CCc1ccccc1 | 12%
N#Cc1ccc(Nc2ncc(-c3cccc4ccccc34)o2)cc1 | 7%
c1cncc(CNc2ncnc3ccc(-c4ccoc4)cc23)c1 | -9%

(cont.)
SMILES | NTMT1 inh
Oc1ccc(CNc2ccccc2C(F)(F)F)c2cccnc12 | 3%
CN(C)c1ccc(-c2csc(N3CCC(C(N)=O)CC3)n2)cc1 | ?
Cc1ccc(-c2cc(C(=O)Nc3ccc(S(=O)(=O)NCc4nccs4)cc3)c3ccccc3n2)cc1C | 10%[57.5 µM]
Cc1ccc(S(=O)(=O)n2cc(C(=O)Nc3ccc(-c4ccccc4)cc3)c3ccccc32)cc1 | -2%
O=C1CCCC2=C1C(c1[nH]ncc1Cl)N=C(Nc1ccccc1)N2 (stereo not given) | 1%
Clc1ccc(CN(CCCNc2ncnc(NCCCc3cnc[nH]3)n2)c2ccc(Br)cn2)cc1Cl | ?
C=CC(=O)N[C@H]1CN(c2nc(Nc3cn(C)nc3OC)c3ncn(C)c3n2)C[C@@H]1F | 0%
O=S(=O)(NC1CCCC(NS(=O)(=O)c2c(F)cccc2F)C1)c1ccc2c(c1)OCCO2 (stereo not given) | 1%
COc1ccccc1NS(=O)(=O)c1cc(NC(=O)c2ccccc2)ccc1N1CCCC1 | -4%
CCOC(=O)C1CCN(C(=O)C(C)(C)NC(=O)Nc2ccc(Cl)cc2Cl)CC1 | 10%

Rewritten field by field: entries from further up.
COc1ccccc1NS(=O)(=O)c1cc(NC(=O)c2ccccc2)ccc1N1CCCC1
  NTMT1 inh = -4%

Cc1ccc(S(=O)(=O)n2cc(C(=O)Nc3ccc(-c4ccccc4)cc3)c3ccccc32)cc1
  NTMT1 inh = -2%

The list goes on.
SMILES | NTMT1 inh
O=C1Nc2ccccc2/C1=C/c1ccc[nH]1 | -13%
COc1ccc(C)cc1NC(=O)C(OC(=O)CNC(=O)c1ccccc1)c1ccccc1 (stereo not given) | 5%
N#Cc1ccc(-c2ccc(-c3nc4ccccc4c(=O)[nH]3)o2)cc1 | -19%
CCOc1ccccc1-c1nnc2n1N=C(c1cc(OC)ccc1OC)CS2 | 29%
CC(=O)N[C@H]1CSSC[C@@H](C(N)=O)NC(=O)[C@H](C(C)C)NC(=O)[C@H](C)NC(=O)[C@H](Cc2cnc[nH]2)NC1=O | 9%
COc1cc(NC(=O)C(OC(=O)CNC(=O)c2ccccc2)c2ccccc2)cc(OC)c1 (stereo not given) | 0%
Cc1nc(NC2CCCCC2)c2nc(-c3ccccc3)n(CC3CCN(C)CC3)c2n1 | -11%
CC(C)(C)OC(=O)N1CCC(C(=O)Nc2ccc([S+](=O)([O-])Nc3nccs3)cc2)CC1 | 15%
O=C1NS(=O)(=O)c2cc3c(cc21)C(=O)NS3(=O)=O | 17%
COc1ccc(C2Nc3ccccc3C(=O)N2Cc2ccccc2)cc1COc1ccc(NC(=O)c2ccccc2)cc1 (stereo not given) | 10%

As entered above:
COc1ccc(C)cc1NC(=O)C(OC(=O)CNC(=O)c1ccccc1)c1ccccc1 (stereo not given) in NTMT1 inh reads 5%
N#Cc1ccc(-c2ccc(-c3nc4ccccc4c(=O)[nH]3)o2)cc1 in NTMT1 inh reads -19%

Next compounds.
SMILES | NTMT1 inh
CCCCN(C)C(=O)Cn1nc(-c2cncnc2)ccc1=O | 4%
Cc1ccc(CC(=O)Nc2nc(-c3ccc4c(c3)CCN4C(=O)c3ccccc3C)c(C)s2)cc1C | 8%[57.5 µM]
CCS(=O)(=O)N1CCC(C(=O)Nc2ccc(S(=O)(=O)Nc3nccs3)cc2)CC1 | 0%
Cc1ccc(CNc2ccc(N3CCN(C)CC3)cc2)cc1 | -17%
CS(=O)(=O)c1ccc(-c2csc(N3CCC(C(N)=O)CC3)n2)cc1 | 10%
Cc1ccc(OCCn2c(CCNC(=O)c3ccc(C#N)cc3)nc3ccccc32)cc1 | 11%
Cc1ccnc(NC(=S)NCCN(C)c2cccc(C(F)(F)F)c2)c1 | -3%
O=C(OCC#CCSc1nnc(-c2cccc3ccccc23)o1)c1ccc(F)c(F)c1 | 13%
O=C(NCc1nnc(-c2cc3ccccc3[nH]2)o1)c1ccccc1 | 11%
Cn1ncc(Cl)c1C1N=C(Nc2nc3ccccc3o2)NC2=C1C(=O)CCC2 (stereo not given) | 3%
OCC#CCSc1nnc(-c2cccc3ccccc23)o1 | -3%
Cc1cccc(CNc2ccnc(-c3cccc(C(F)(F)F)c3)n2)c1 | 10%
COc1cccc(CNc2ccc(S(=O)(=O)Nc3cccnc3)cc2)c1O | 12%
Cc1ccc(-c2cc(C(=O)Nc3ccc(-n4cncn4)cc3)c3ccccc3n2)cc1C | -1%
COc1ccc(C2=Nn3c(nnc3-c3ccccc3F)SC2)cc1OC | 9%
Nc1ccccc1C(=O)NCc1ccco1 | -2%
Cc1ccc(-c2cnn(CC(=O)N(C)C(C)c3ccco3)c(=O)c2)cc1 (stereo not given) | 14%
O=C(NC1CCCc2c1cnn2-c1ccc(F)cc1F)c1cccs1 (stereo not given) | 17%&18%
O=C(N1Cc2ccc(Nc3nn4c(=O)c5ccccc5nc4s3)cc2C1)C(F)(F)F | ?
CC[C@@H]1[C@H](F)C(=O)N[C@@H]1COc1nccc2cc(C(N)=O)c(OC)cc12 | 4%
Cn1c2cc(B(O)O)sc2c2cnn(Cc3c(F)cccc3F)c(=O)c21 | -14%[57.5 µM]
CCN(CC)c1ccc(NC(=O)Nc2ccc(C(C)=O)cc2)cc1 | -2%
NC(=O)C1CCN(c2nc(-c3ccc(OCc4ccccc4)cc3)cs2)CC1 | -3%
Cc1cc(NC(=O)c2ccc([S+](=O)([O-])NCc3ccc(Cl)c(Cl)c3)cc2)no1 | 12%
Cc1noc(C)c1-c1ccc2ncnc(NCc3ccccc3C(F)(F)F)c2c1 | 8%
CC1(C)CC(C(=O)Nc2ccc([S+](=O)([O-])Nc3nccs3)cc2)C1 | 4%[57.5 µM]
COc1cccc(-c2nc3cc(NC(=O)c4ccc(C)c([N+](=O)[O-])c4)ccc3o2)c1 | 79µM*
N#Cc1ccc(-c2ccc(CNc3ccc(N4CCC(C#N)CC4)cc3)o2)cc1 | -8%[57.5 µM]
COc1ccc(N2C[C@]34C=C[C@H](O3)C(C(=O)O)C4C2=O)cc1 (stereo not given in full) | 10%
Cc1ccc(CNc2ccc(N3CCNCC3=O)cc2)cc1 | -2%

4 structures out of the list, ordered by length of the SMILES, highest first:
SMILES | NTMT1 inh
CC1(C)CC(C(=O)Nc2ccc([S+](=O)([O-])Nc3nccs3)cc2)C1 | 4%[57.5 µM]
NC(=O)C1CCN(c2nc(-c3ccc(OCc4ccccc4)cc3)cs2)CC1 | -3%
CCN(CC)c1ccc(NC(=O)Nc2ccc(C(C)=O)cc2)cc1 | -2%
Cc1ccc(CNc2ccc(N3CCNCC3=O)cc2)cc1 | -2%

(listing goes on)
SMILES | NTMT1 inh
N#Cc1c(-c2cccc(Br)c2)no[n+]1[O-] | 5%
O=Cc1ccc(-c2ccc3ncnc(NCc4cccs4)c3c2)o1 | ?
O=S(=O)(c1ccc2c(c1)OCCO2)N1CCN(S(=O)(=O)c2cc(F)c(Br)cc2F)CC1 | 8%
Cc1cccc(CNc2ccnc(-c3ccccc3C(F)(F)F)n2)c1 | -1%
COc1ccc(C2Oc3ccccc3C(=O)N2Cc2ccccc2)cc1COc1ccc(NC(C)=O)cc1 (stereo not given) | 8%
CC(C)Oc1cccc(-c2ccnc(N3CCC(C(N)=O)CC3)n2)c1 | 0%
O=C1c2ccccc2NC(c2ccccc2O)N1Cc1ccccc1 (stereo not given) | 18%
COC(=O)c1ccccc1NC(=O)c1ccc(F)cc1 | 14%
O=[S+]([O-])(c1ccc(-c2ccccc2)cc1)N1CCN([S+](=O)([O-])c2ccc3c(c2)OCCO3)CC1 | 6%
O=C1CCCC2=C1C(c1ccccc1Cl)N=C(c1ccccn1)N2 (stereo not given) | 5%
Cc1ccc(NS(=O)(=O)c2cc3c(cc2C)NC(=O)CO3)cc1C | 4%
NC(=O)c1c(NC(=O)c2ccco2)sc2c1CCCC2 | ?
CCN(C)S(=O)(=O)Nc1ccc(F)c(C(=O)c2c[nH]c3ncc(-c4cnc(C5CC5)nc4)cc23)c1F | 1%
O=C1Nc2ccccc2/C1=C\c1ccc(O)cc1 | -18%
COc1ccc(C2=Nn3c(nnc3-c3ccc(OC)c(OC)c3)SC2)cc1OC | ?
Cc1ccc(N[S+](=O)([O-])c2cc3c(cc2CCc2ccccc2)NC(=O)CO3)cc1C | -2%
CCCn1c(-c2ccc(F)cc2)nc2c(NCCCCN3CCCC3)nc(C)nc21 | ?
Cc1ccc(OCCn2c(CCNC(=O)c3ccc[nH]3)nc3ccccc32)cc1 | 1%[57.5 µM]
Cc1cccc(C)c1-n1c(SCC(=O)NCCCCCC(=O)O)nnc1-c1cccc([S+](=O)([O-])N2CCCC2)c1 | 17%
Cc1cnc(-c2ccccc2C(F)F)nc1NCc1ccc(-n2ccnn2)cc1 | 0%
Fc1cccc(Nc2nc(-c3ccncc3)nc3ccccc23)c1 | ?
Cc1cccc(CNc2ccnc(-c3ccc4ccccc4c3)n2)c1 | 11%
COc1ccc(S(=O)(=O)N(CCO)c2ccccc2CN(C)C/C=C/c2ccc(Cl)cc2)cc1 | 12%
CC(C)(C)OC(=O)N1CCN(c2ccc(NCc3ccc(-c4ccc(C#N)cc4)o3)cc2)CC1 | 12%
Cc1cc2c(s1)c1cnn(Cc3c(Cl)cccc3Cl)c(=O)c1n2C | 7%
CCNC(=O)c1ccc(-c2ccc3ncnc(NCCc4cnc[nH]4)c3c2)o1 | -3%[57.5 µM]
Cc1cc(C)n2ncc(C(=O)Nc3ccccc3C)c2n1 | 6%
O=S(=O)(c1ccc2c(c1)OCCO2)N1CCN(S(=O)(=O)c2cccc(Cl)c2F)CC1 | 6%
Clc1cccc(-c2ccc3ncnc(NCc4cccs4)c3c2)c1 | -23%
Cc1cnc(-c2ccccc2C(C)C)nc1NCc1ccc(C2CCCNC2)cc1 (stereo not given) | -2%[57.5 µM]
CCCC[C@@H](C=O)NC(=O)[C@H](CC(C)C)NC(=O)OCc1ccccc1 | 10%
COC(=O)c1nc(Nc2cc(F)cc(F)c2)nc(NC2CCCC2)n1 | -5%
O=C(Cc1nnc(-c2ccncc2)s1)Nc1ccc(F)c(C(F)(F)F)c1 | 17%
COc1ccc(C2=Nn3c(nnc3-c3ccccc3O)SC2)cc1 | 19%
O=S(=O)(c1cccc(O)c1)N1CCN(S(=O)(=O)c2c(F)cccc2F)CC1 | -2%[57.5 µM]
Cc1c(C(=O)OCC2CC2)[nH]c2c1C(=O)CC(c1ccco1)C2 (stereo not given) | -20%
NC(=O)C1CCN(c2nc(-c3ccc(C(F)(F)F)cc3)cs2)CC1 | -1%
COc1ccc(OC)c(C2=Nn3c(nnc3-c3ccccc3C)SC2)c1 | ?
N#Cc1ccc(-c2ccc(CNc3ccc(N4CCN5CCCCC5C4)cc3)o2)cc1 (stereo not given) | -28%
COc1cc(Nc2nc(-c3ccncc3)nc3ccccc23)ccc1Cl | -13%
COc1ccc(-c2cnc(N3CCC(C(N)=O)CC3)s2)cc1OC | 4%
O=C(Nc1ccccc1)Nc1ccccc1 | ?
O=C(Cn1nc(-c2ccc(F)cc2)ccc1=O)NCCc1ccccc1 | 79µM*
COc1ccc(OC)c(C(=O)Nc2nc(-c3ccccc3)cs2)c1 | 15%
O=[S+]([O-])(Nc1ccc(N2CCNCC2)cc1)c1ccc(NCc2ccc(Cl)cc2O)cc1 | ?
